Screening data as filed in PubChem.
ERp5 block: blocks human ERp5 reductase activity on insulin | AID 651711 | hit rate 0.05% among 350,000 | ERp5 insulin aggregation, absorbance 650 nm, 90 min | inhibition, % at 9.99 µM;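 active = mean replicate inhibition above about 25%, with every replicate also reaching it, limit read from the data, passing the limit was not always enough; inconclusive = only one of those two criteria met; inactive = neither criterion met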
RAD54 inh: inhibitors of human RAD54 branch migration; inhibition, % at 10.4 µM; Q92698; RAD54 Holliday junction branch migration, FAM/BHQ fluorescence; hit rate 0.14% among 360,000;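 active = mean normalized replicate activity at least 40 and at least half of replicates scoring 40 or more; inconclusive = only one of the two criteria met; inactive = mean below 40 and under half of replicates reaching 40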;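 also: 0% = median of neutral control wells and 100% = median of positive control wells; inhibitors cause a drop in the FAM fluorescence signal; in these data hits start at about 50%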
RAD52 inh: RAD52 (human) annealing inhibition. inhibition, % at 18.7 µM. P43351. hit rate 0.46% among 360,000. recombinant RAD52 DNA annealing, FRET fluorescence;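 active = every replicate showing at least 50% inhibition; inconclusive = mean inhibition at least 50% but not in every replicate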
Target sequence (P43351 whole entry, looked up): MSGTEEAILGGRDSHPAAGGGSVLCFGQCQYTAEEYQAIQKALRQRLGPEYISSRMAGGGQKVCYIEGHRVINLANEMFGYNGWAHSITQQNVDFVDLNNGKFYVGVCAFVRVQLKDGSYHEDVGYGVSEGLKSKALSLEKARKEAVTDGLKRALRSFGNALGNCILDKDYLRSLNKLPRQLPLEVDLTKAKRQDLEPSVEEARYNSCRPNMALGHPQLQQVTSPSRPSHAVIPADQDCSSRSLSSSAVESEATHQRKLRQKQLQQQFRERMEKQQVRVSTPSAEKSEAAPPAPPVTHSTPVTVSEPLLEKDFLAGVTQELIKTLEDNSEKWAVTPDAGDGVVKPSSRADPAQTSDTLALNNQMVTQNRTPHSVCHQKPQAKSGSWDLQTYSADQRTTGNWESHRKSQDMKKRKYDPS
E-selectin induc: E-selectin induction on HUVECs; P16581; hit rate 0.37% among 260,000; activation, % at 7.58 µM; HUVEC E-selectin immunofluorescence imaging; normalized: neutral wells 0, TNF-alpha wells 100;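 active = mean E-selectin-positive cell signal at least 10% of the positive control, reached in at least 60% of replicates, without over 20% cell loss; inconclusive = no rule given, readout overlaps actives, possibly toxicity-flagged; inactive = the rest, including those meeting only one limit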;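 also: in these data hits start at about 27%; measured in HUVEC primary endothelial cells; signal is the percent of cells scored E-selectin positive by PE staining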
Target sequence (P16581 whole entry, looked up): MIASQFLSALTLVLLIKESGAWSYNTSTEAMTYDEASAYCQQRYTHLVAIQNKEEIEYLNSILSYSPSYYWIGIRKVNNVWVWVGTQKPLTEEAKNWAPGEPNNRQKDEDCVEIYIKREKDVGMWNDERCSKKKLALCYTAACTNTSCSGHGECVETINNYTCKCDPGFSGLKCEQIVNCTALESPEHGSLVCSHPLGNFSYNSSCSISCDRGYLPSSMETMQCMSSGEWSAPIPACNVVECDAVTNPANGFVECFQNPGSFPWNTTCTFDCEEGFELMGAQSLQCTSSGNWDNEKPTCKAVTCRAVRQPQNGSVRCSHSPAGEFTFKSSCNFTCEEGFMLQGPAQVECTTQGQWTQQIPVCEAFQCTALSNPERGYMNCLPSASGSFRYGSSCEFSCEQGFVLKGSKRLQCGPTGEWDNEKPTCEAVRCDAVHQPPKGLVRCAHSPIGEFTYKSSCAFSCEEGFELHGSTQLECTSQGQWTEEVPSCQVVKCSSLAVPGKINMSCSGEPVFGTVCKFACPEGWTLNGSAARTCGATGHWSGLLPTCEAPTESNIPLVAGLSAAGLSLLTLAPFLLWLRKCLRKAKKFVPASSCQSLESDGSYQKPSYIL
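Test system – human umbilical vein endothelial cells (HUVEC), E-selectin induction · Input – 3,000 HUVEC seeded per well · Buffer or medium – EGM-2, gelatin · Compound dosing – single-point compound dose · Detection – immunofluorescence imaging · Measure – percent E-selectin-positive cells · Controls – TNF-alpha high, DMSO low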
PglD inh: blocks C. jejuni PglD acetyltransferase activity; purified PglD enzyme, DTNB colorimetric CoA detection; inhibition, % at 12.5 µM; hit rate 0.098% among 360,000; AID 602405; in the data active = inhibition above about 16%, passing the limit was not always enough; inconclusive = no clear call, values can overlap the other calls; also: strong numbers were not always called active
ARNT TACC3 PPI: disruptors of human ARNT/TACC3 interaction | AID 623870 | hit rate 0.66% among 390,000 | inhibition, % at 9.99 µM | AlphaScreen His-ARNT PAS-B/GST-TACC3 binding, luminescence; TACC3 fragment carries E629A point mutation | Q9Y6A5;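 active = mean inhibition of replicates at least 50% and at least half of replicates each reaching 50%; inconclusive = half or more replicates reach 50% but mean below 50%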;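 also: 0% = complete ARNT plus TACC3 wells and 100% = ARNT alone without TACC3; many hits fall short of the cut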
esBAF inh: SWI/SNF esBAF complex inhibition; mouse ES cells, Bmi1-luciferase knock-in reporter, 24 h; 100% = twice the neutral-well signal; hit rate 2% among 350,000; reporter increase, % at 12.5 µM; in the data active = activation above about 40%; inconclusive = no clear call, values can overlap the other calls;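 also: 0% = median of the plate's neutral control wells and 100% = double that signal; a rise in the Bmi1 reporter signal indicates esBAF inhibition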
Casp6 inh: caspase-6 (human) enzyme inhibition; hit rate 0.53% among 350,000; inhibition, % at 12.5 µM; purified caspase-6, Z-VEID-R110 cleavage fluorescence; AID 686996; P55212;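 active = mean inhibition across replicates at least about 35%, with every replicate also reaching that limit, limit read from the data; inconclusive = only one of the two criteria met; inactive = neither criterion met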;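 also: 0% = median of neutral control wells and 100% = no fluorescence left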
Numbers without * were called inactive; ? = inconclusive; . = not tested or not shown; & = joins results of further samples.

Start of the data: the first three compounds, ahead of the listing:
# | structure | E-selectin induc | Casp6 inh | RAD54 inh | esBAF inh
1 | COC(=O)[C@]1(C)CCC[C@@]2(C)C3CC[C@]4(OC(C)=O)C[C@@]3(CCC21)CC4=O (some centres undefined) | -0.1 | -1 | 5 | 18
2 | C=C(C)n1c(=O)n(Cc2ccccc2C)c2ccccc21 | -0.2 | 1 | -11 | 2
3 | CN(C)C(=O)Cn1c(SCC(=O)NCc2ccc3c(c2)OCO3)nc2ccccc21 | . | . | 1 | -3

# | RAD52 inh | ERp5 block | ARNT TACC3 PPI | PglD inh
1 | -45 | -1 | 18 | -3
2 | -12 | -2 | -7 | 5
3 | . | . | 12 | 3

Results, previewed entries included:
# | structure | E-selectin induc | Casp6 inh | RAD54 inh | esBAF inh
1 | COC(=O)[C@]1(C)CCC[C@@]2(C)C3CC[C@]4(OC(C)=O)C[C@@]3(CCC21)CC4=O (some centres undefined) | -0.1 | -1 | 5 | 18
2 | C=C(C)n1c(=O)n(Cc2ccccc2C)c2ccccc21 | -0.2 | 1 | -11 | 2
3 | CN(C)C(=O)Cn1c(SCC(=O)NCc2ccc3c(c2)OCO3)nc2ccccc21 | . | . | 1 | -3
4 | O=C(CN1CCN(c2ccccn2)CC1)NC1CCCC1 | . | . | -3 | 1
5 | CCOc1ccc(C(=O)Nc2c3c(nn2-c2ccccc2)CS(=O)(=O)C3)cc1 | -0.2 | 4 | -4 | -1
6 | C[C@@H]1CCCCO[C@@H](CN(C)C(=O)NC2CCCCC2)[C@@H](C)CN([C@H](C)CO)C(=O)c2cc(NC(=O)CCC(F)(F)F)ccc2O1 | -0.3 | 1 | 1 | -9
7 | CCOc1ccc(N(CC(=O)NCc2ccc(OC)cc2)S(C)(=O)=O)cc1 | . | 0 | 1 | ?
8 | Nc1n[nH]c(C(F)(F)F)c1-c1ccccc1 | . | 1 | -7 | -6
9 | CCOC(=O)c1cnc2c(C)cc(Cl)cc2c1NCCCN1CCOCC1 | . | -27 | 57* | -10
10 | CCNC(=O)NCc1c(C)c(C)n(Cc2ccccc2)c1-n1cccc1 | 0.0 | 1 | 1 | -1
11 | Cc1nnc(N/N=C/c2ccc(Br)cc2)n1N | 0.1 | 0 | -4 | 11
12 | C[C@@H]1CC=C[C@H]2[C@H]1C(=O)N(Cc1ccccc1)[C@H]2c1ccc(C(F)(F)F)cc1 | -0.1 | 0 | 7 | -4
13 | O=[N+]([O-])c1cccc(COc2ccccc2CN2CCCC2)c1 | 0.0 | 0 | 12 | -3
14 | CC(C#N)(NC(=O)CN1CCN(S(=O)(=O)c2cc(C(F)(F)F)ccc2Cl)CC1)C1CC1 (centres undefined) | . | -7 | . | .
15 | COc1cccc(CNC(=O)C2CCN(S(=O)(=O)c3ccc4c(c3)CC(C)N4C(C)=O)CC2)c1 (centres undefined) | . | 3 | 0 | 0

# | RAD52 inh | ERp5 block | ARNT TACC3 PPI | PglD inh
1 | -45 | -1 | 18 | -3
2 | -12 | -2 | -7 | 5
3 | . | . | 12 | 3
4 | . | . | -6 | -2
5 | -22 | 3 | -1 | -13
6 | 16 | -6 | 1 | -3
7 | -10 | -11 | -3 | 3
8 | -5 | 5 | . | -7
9 | 12 | 1 | -6 | 10
10 | -1 | 10 | -5 | -2
11 | -6 | 0 | -7 | -3
12 | -5 | 4 | 9 | 3
13 | -1 | -1 | 35 | -4
14 | -6 | 0 | 3 | .
15 | -24 | 2 | 9 | -6

Next results follow:
# | structure | E-selectin induc | Casp6 inh | RAD54 inh | esBAF inh
16 | C[C@@H]1CN([C@H](C)CO)C(=O)c2c(c3ccccc3n2C)-c2ccccc2CO[C@@H]1CN(C)C(=O)Nc1ccccc1C(F)(F)F | -0.8 | 3&0 | -10 | -6
17 | CCOc1ccc(S(=O)(=O)N2CCN(C(=O)c3sccc3C)CC2)cc1 | . | 0 | -6 | 1
18 | COc1ccccc1N1CCN(C(c2ccc(F)cc2)c2nnnn2C(C)C)CC1 (centres undefined) | . | . | 2 | -3
19 | COc1ccc(NC(=O)/C(C#N)=C/c2ccc(-c3ccccc3C(=O)O)o2)cc1 | 0.6 | 2 | -14 | -4
20 | COc1ccc(Nc2ccccc2NC(=O)c2ccccc2Br)cc1 | -0.2 | -3 | 7 | 1
21 | N#Cc1cnn2c1nc(N1CCOCC1)c1ccccc12 | . | . | -3 | 0
22 | COc1ccc(-c2ccc3c(c2)[C@H]2[C@H](CCN2C(=O)c2cnccn2)[C@H](CO)N3)cc1 | -0.3 | 9 | -1 | 0
23 | CO[C@H]1CN(C)C(=O)c2ccc(NC(=O)C3CC3)cc2OC[C@H](C)N(C(=O)NC(C)C)C[C@H]1C | 0.0 | 0 | 0 | 2
24 | Nc1nonc1OCCOCCOCCOc1nonc1N | . | 1 | . | .
25 | CC(NC(=O)c1cccc(F)c1)C1CC2CCC1C2 (centres undefined) | 0.0 | 0 | 10 | -11
26 | O=C(O)c1ccc(NCc2nc3ccccc3n2Cc2ccccc2)cc1 | . | 3 | . | 5
27 | O=C(C[n+]1cc(-c2ccccc2)n2c1CCCCC2)c1ccc(Cl)cc1 | 0.9 | -5 | 2 | -24
28 | CN(C)S(=O)(=O)c1ccc(Cl)c(NC(=O)COC(=O)CNS(=O)(=O)c2c(F)cccc2F)c1 | . | 2 | -8 | -2
29 | O=C(NCc1ccco1)C1CC2CCC1C2 (centres undefined) | . | 2 | -7 | 0
30 | Nc1c(C2=NCCO2)nnn1Cc1ccccc1 | . | . | 1 | -6

# | RAD52 inh | ERp5 block | ARNT TACC3 PPI | PglD inh
16 | -6&22 | 0 | . | -4
17 | -21 | 10 | -5 | 0
18 | . | . | 2 | 1
19 | -1 | 3 | 5 | -20
20 | -11 | 1 | 12 | -3
21 | . | . | -4 | 1
22 | -15 | 1 | 2 | 0
23 | -3 | 3 | -5 | 1
24 | -2 | 0 | -13 | .
25 | -3 | 4 | -2 | 0
26 | 2 | 2 | -2 | .
27 | 7 | 0 | . | -8
28 | -25 | 4 | -1 | 2
29 | -15 | -9 | -3 | -5
30 | . | . | -2 | 3

Further results follow.
# | structure | E-selectin induc | Casp6 inh | RAD54 inh | esBAF inh
31 | Cc1cccc(N2CC(C(=O)Nc3nnc(SCC(=O)NCC4CCCO4)s3)CC2=O)c1 (centres undefined) | 0.1 | 15 | -2 | -13
32 | COc1ccc(CNC(=O)c2c[nH]c3c(OC)cc(OC)cc3c2=O)cc1 | . | 1 | 4 | 7
33 | O=C1C=C(c2ccc3ccccc3c2)C[C@@H](c2ccc(Cl)cc2)C1 | 0.2 | 1 | 2 | 15
34 | FC(F)(F)c1cccc(N/N=C/c2ccccc2)c1 | -1.8 | -3 | 3 | .
35 | O=C(NCc1cccs1)C1CCN(S(=O)(=O)c2ccc(Cl)cc2)CC1 | . | 4 | . | .
36 | COc1cc2c(cc1OC)CN(C(=O)/C=C/c1cccc([N+](=O)[O-])c1)CC2 | . | 6 | -2 | 0
37 | CCN(C[C@@H]1[C@@H](c2ccccc2)[C@H](CO)N1CC1CC1)C(=O)c1ccccn1 | -0.1 | . | -4 | 1
38 | CN(C)C(CNc1ncnc2sccc12)c1cccs1 (centres undefined) | . | -4 | . | .
39 | COc1cc(NC(=O)COC(=O)/C=C/c2ccc(Cl)cc2Cl)cc(OC)c1 | . | . | 0 | -9
40 | CC(C)CNC(=O)c1ccccc1-c1ccccc1C(=O)O | . | . | 5 | 5
41 | CCCC(=O)Nc1ccc2c(c1)OC[C@@H](C)N(Cc1ccccc1F)C[C@H](C)[C@H](OC)CN(C)C2=O | 0.0 | 2 | -8 | -3
42 | N#Cc1nc(-c2ccco2)oc1N1CCN(Cc2ccccc2)CC1 | . | . | 11 | -2
43 | COc1cccc(-c2ccc3c(c2)O[C@H](CN(C)C(C)=O)[C@H](C)CN([C@H](C)CO)S3(=O)=O)c1 | 0.6 | 0 | -5 | 0
44 | NC(=O)Cc1nc(-c2ccc(F)cc2)cs1 | 4.5 | 1 | . | 0
45 | Cc1ccc(NC(=O)c2ccccc2N(C)S(=O)(=O)c2ccccc2)c(C)c1 | . | -1 | 2 | 2

# | RAD52 inh | ERp5 block | ARNT TACC3 PPI | PglD inh
31 | -10 | 2 | 2 | -4
32 | -5 | -5 | -2 | 8
33 | -2 | 1 | 0 | -1
34 | -17 | -2 | 0 | 4
35 | -7 | 3 | 10 | .
36 | -2 | 2 | 6 | -1
37 | . | . | 2 | -5
38 | -9 | 6 | -3 | .
39 | . | . | -2 | 5
40 | . | . | -5 | -2
41 | -2 | -4 | -8 | -3
42 | . | . | 16 | 2
43 | 0 | -2 | -5 | -1
44 | -11 | 7 | -1 | .
45 | 6 | 2 | . | -4

Remaining list, next part:
# | structure | E-selectin induc | Casp6 inh | RAD54 inh | esBAF inh
46 | COc1ccc(C2=NNC(=Nc3cc(S(=O)(=O)N(C)C)ccc3C)SC2)c(OC)c1 | 3.6 | 2 | 2 | 5
47 | CN(c1ccc(C(=O)N2CCCCCC2)cc1)S(=O)(=O)c1ccccc1 | . | -3 | 1 | -33
48 | Cc1cc2nc(-c3cccc(Br)c3)c(Cc3ccccc3)n2c(C)c1Br | 0.3 | -4 | 1 | 6
49 | COc1cccc(S(=O)(=O)N[C@H]2CC[C@H](CC(=O)NCc3ccc(F)cc3)O[C@@H]2CO)c1 | -0.5 | 0 | 5 | 0
50 | O=C1CCCCC(=O)N(c2ccccc2)c2ccccc21 | . | . | -12 | -13
51 | O=C(NCCS(=O)(=O)NC1CCCCC1)c1ccc2c(c1)OCO2 | 0.0 | -3 | -5 | 10
52 | Cc1ccc(C)c(S(=O)(=O)N2CCCCC2CCNC(=O)C(=O)NCc2ccncc2)c1 (centres undefined) | -1.7 | 3 | -4 | 11
53 | CC1(C(=O)O)COC(c2ccc(Cl)cc2)OC1 (centres undefined) | . | 0 | 1 | .
54 | O=C(C[C@@H]1C=C[C@@H](NC(=O)c2ccc3c(c2)OCO3)[C@@H](CO)O1)NCc1ccc(Oc2ccccc2)cc1 | 0.3 | -1 | . | .
55 | C/C=C/c1cnc2c(c1)C(=O)N([C@H](C)CO)C[C@@H](C)[C@@H](CN(C)C(=O)Nc1ccccc1F)O2 | -0.1 | -3 | . | .
56 | OC(CNCc1ccccc1)COc1ccccc1 (centres undefined) | -0.1 | 0 | -1 | -46
57 | COc1ccc(CCC(=O)N(c2nnc(-c3cccnc3)s2)C(C)C)cc1 | -0.2 | 0 | . | .
58 | O=C(NC1CCCCC1)N1CC(=O)N2[C@H](CO)[C@H](c3ccc(/C=C/c4ccccc4)cc3)[C@@H]2C1 | 0.4 | -1 | . | .

# | RAD52 inh | ERp5 block | ARNT TACC3 PPI | PglD inh
46 | -15 | -6 | 4 | 4
47 | -18 | -9 | -7 | 0
48 | -5 | 0 | . | 2
49 | 4 | -2 | 2 | -1
50 | . | . | 32 | -3
51 | -11 | 2 | 0 | 1
52 | 3 | -8 | 2 | -3
53 | -10 | 1 | 28 | 1
54 | 2 | -6 | . | .
55 | -3 | -4 | . | .
56 | -24 | 0 | 0 | 0
57 | -21 | -5 | . | .
58 | 0 | 5 | . | .

Part of the list above, showing only PglD inh, ARNT TACC3 PPI and Casp6 inh:
No. | SMILES | PglD inh | ARNT TACC3 PPI | Casp6 inh
48 | Cc1cc2nc(-c3cccc(Br)c3)c(Cc3ccccc3)n2c(C)c1Br | 2 | . | -4
49 | COc1cccc(S(=O)(=O)N[C@H]2CC[C@H](CC(=O)NCc3ccc(F)cc3)O[C@@H]2CO)c1 | -1 | 2 | 0

Random draw from the library (roughly 3.2% active in at least one column).
